Screening results (PubChem BioAssay)
FBW7 activator: FBW7 E3 ligase activators, primary screen, biochemical, AlphaScreen, human; F-box/WD repeat-containing protein 7 (Homo sapiens), Q969H0; AlphaScreen FBW7–phospho-cyclin E peptide binding, activator screen; normalized activity (activation), % at 26.1 µM; actives 0.13% (n = 650,000); in the data active = normalized activity above about 1.9%;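 note: purified mutant Fbw7 with reduced substrate affinity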
MITF inh: MITF inhibitors, primary screen, biochemical, AlphaScreen, human. Microphthalmia-associated transcription factor (Homo sapiens), O75030. AlphaScreen MITF homodimerization, bead proximity signal. inhibition, % at 2.6 µM. actives 0.91% (n = 650,000); in the data active = inhibition above about 50%;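 note: 0% = vehicle wells with protein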
Target sequence (O75030 whole entry, looked up): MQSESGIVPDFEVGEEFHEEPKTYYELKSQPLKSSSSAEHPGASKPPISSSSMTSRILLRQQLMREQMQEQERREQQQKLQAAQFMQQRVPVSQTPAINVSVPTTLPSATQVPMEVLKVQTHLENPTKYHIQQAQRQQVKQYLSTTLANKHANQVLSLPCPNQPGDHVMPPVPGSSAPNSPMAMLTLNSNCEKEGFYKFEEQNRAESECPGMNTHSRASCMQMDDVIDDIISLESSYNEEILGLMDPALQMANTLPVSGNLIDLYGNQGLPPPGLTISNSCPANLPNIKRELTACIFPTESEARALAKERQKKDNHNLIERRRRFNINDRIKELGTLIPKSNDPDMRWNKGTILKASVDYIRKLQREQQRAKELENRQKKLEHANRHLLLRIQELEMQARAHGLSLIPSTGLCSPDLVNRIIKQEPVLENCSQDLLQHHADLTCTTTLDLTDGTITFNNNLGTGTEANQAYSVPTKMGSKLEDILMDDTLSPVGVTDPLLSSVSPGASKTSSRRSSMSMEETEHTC
GPR151 ag: activators of human GPR151, primary screen, cell-based, PathHunter beta-arrestin, luminescence | G-protein coupled receptor 151 (Homo sapiens), Q8TDV0 | PathHunter beta-arrestin GPR151 cells | activation, % at 11.2 µM | actives 1% (n = 650,000) | AID 1508602, 2020; in the data active = activation above about 4.9%;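 note: 0% = median of compound wells and 100% = cells with positive control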
Target sequence (Q8TDV0 whole entry, looked up): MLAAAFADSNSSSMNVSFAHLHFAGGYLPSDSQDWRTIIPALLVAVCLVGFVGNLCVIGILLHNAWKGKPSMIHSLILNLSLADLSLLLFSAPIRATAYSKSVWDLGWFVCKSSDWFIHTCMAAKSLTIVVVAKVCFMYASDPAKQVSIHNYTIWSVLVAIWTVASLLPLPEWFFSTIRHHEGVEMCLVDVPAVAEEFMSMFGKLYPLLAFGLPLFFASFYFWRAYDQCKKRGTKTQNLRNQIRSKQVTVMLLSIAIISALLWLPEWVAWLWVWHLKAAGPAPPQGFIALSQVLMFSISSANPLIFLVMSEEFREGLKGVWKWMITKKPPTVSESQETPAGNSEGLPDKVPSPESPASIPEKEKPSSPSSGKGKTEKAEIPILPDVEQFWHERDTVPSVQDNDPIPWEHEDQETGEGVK
TEAD-YAP inh: TEAD-YAP interaction inhibition, primary screen, TEAD-YAP interaction inhibitor project, luminescence, HEK-TIYL cells; inhibition, % at 9.12 µM; TEAD-Gal4/YAP UAS-luciferase luminescence; actives 1.4% (n = 640,000); in the data active = inhibition above about 32%;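 note: 0% = median of test compound wells and 100% = reference inhibitor wells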
* = called active by the depositor; · = no result given. Rows were taken by chance. Share with any hit: about 3.4%.

SMILES	FBW7 activator	MITF inh	GPR151 ag	TEAD-YAP inh
N=C1SCCN1CC(=O)c1ccc(Br)cc1	0.4	23	-0.7	-69
COc1ccc2cc(C34CC5CC(CC(C5)C3)C4)ccc2c1	0.1	13	0.1	-5
CCN(CC(=O)Nc1ccccc1OC)Cc1cc(=O)oc2cc(Br)ccc12	-0.1	-1	1.2	5
CN1CCN(C(=O)c2ccc(-c3ccc(C(=O)NCCN4CCOCC4)s3)cc2)CC1	0.1	4	-1.5	9
Cc1ccc(-c2csc(NC(=O)c3ccco3)n2)cc1	-0.2	1	-1.2	-72
CCn1nc(C(=O)NNC(=O)COc2ccc(-c3ccccc3)cc2)c2ccccc2c1=O	-0.4	-2	-0.4	-7
CCCCC(=O)c1ccc(OC(=O)/C=C/c2ccccc2)cc1	-0.1	0	1.3	-14
COC(=O)C1C(=O)NC(SCC(=O)Nc2ccc(Br)cc2)=C(C#N)C1c1ccc(Cl)cc1 (centres undefined)	-0.2	-3	0.1	8
Cc1nnc(SCC(=O)Nc2cccc(F)c2)n1-n1cccc1	0.7	13	1.6	6
CCOc1cc(C2NC(=O)NC(C)=C2C(=O)OC)cc([N+](=O)[O-])c1O (centres undefined)	-0.1	8	-1.2	-11
O=C(NCc1ccccc1)c1cc2nc(-c3ccc(Cl)c(Cl)c3)cc(C(F)(F)F)n2n1	-0.1	6	-0.7	11
CCN(CC)CCCNCc1cccc(Br)c1	-0.1	33	0.4	2
COc1ccc(/C=C2/C(=O)NC(=O)N(c3ccc(Cl)cc3)C2=O)c(OC)c1OC	0.0	13	-0.9	12
Cn1nnnc1SCC(=O)Nc1ccc(C(=O)O)cc1	0.0	6	-1.0	6
CCN(CC)S(=O)(=O)c1cccc(NC(=O)c2nc3nc(C)cc(C)n3n2)c1	0.6	0	-1.0	-7
CCOC(=O)C1=C(C)N=c2s/c(=C\c3cc(OC)c(O)cc3Br)c(=O)n2C1c1ccc(Cl)cc1 (centres undefined)	0.0	6	-1.8	-2
Cc1cc(Cl)ccc1NC(=O)Cc1cccs1	0.0	0	0.7	1
O=C1CSC(c2cc3c(cc2[N+](=O)[O-])OCO3)N1c1ccc(Cl)cc1 (centres undefined)	-0.2	6	0.4	-4
COc1ccc(-n2c(=O)c3c(n4c(=S)[nH]nc24)-c2ccccc2CC32CCCC2)cc1	-0.2	8	-1.2	2
Cc1cc(Br)c2c(c1)C(O)(N1CCOCC1)C(=O)N2 (centres undefined)	-0.1	0	-0.4	11
CN(C)CCCNC(=O)C1C(C=C(Cl)Cl)C1(C)C (centres undefined)	0.2	11	0.8	-7
NC(C(=O)O)C(O)c1ccccc1[N+](=O)[O-] (centres undefined)	0.0	-3	-0.7	-13
Cc1ccc(C(=O)COC(=O)c2cc(=O)[nH]c3ccccc23)cc1C	0.0	1	1.3	-2
O=S(=O)(Cc1cccc(C(F)(F)F)c1)N1CCOCC1	0.1	0	2.4	6

Some of these compounds in order of number of heavy atoms, low to high.
SMILES	FBW7 activator	MITF inh	GPR151 ag	TEAD-YAP inh
NC(C(=O)O)C(O)c1ccccc1[N+](=O)[O-] (centres undefined)	0.0	-3	-0.7	-13
Cn1nnnc1SCC(=O)Nc1ccc(C(=O)O)cc1	0.0	6	-1.0	6
CCN(CC)S(=O)(=O)c1cccc(NC(=O)c2nc3nc(C)cc(C)n3n2)c1	0.6	0	-1.0	-7

Continued.
SMILES	FBW7 activator	MITF inh	GPR151 ag	TEAD-YAP inh
COc1ccc(CN2CCN(c3ncnc4c3cnn4-c3ccccc3)CC2)cc1	0.3	-20	4.2	-6
O=C1C=C/C(=N/S(=O)(=O)c2ccc(F)cc2)C=C1Br	-0.2	-7	0.9	6
COc1ccc(Cl)cc1S(=O)(=O)N1CCN(CC(=O)Nc2cccc(C(F)(F)F)c2)CC1	0.0	-1	0.0	-1
COc1cccc(-c2csc(N3CCN(Cc4ccc([N+](=O)[O-])cc4)CC3)n2)c1	-0.2	12	-0.1	4
CC(=O)Nc1ccc(Nc2ncnc3c2cnn3-c2ccc(C)cc2C)cc1	0.4	30	1.6	1
COc1ccc2[nH]c(CN3CCc4c(nc(C)[nH]c4=O)C3)c(C)c2c1	0.0	-10	-0.5	1
COc1cccc(C2=C(C(C)=O)Sc3nncn3N2C(C)=O)c1	-0.2	-6	-0.3	-4
CCc1nnc(N/N=C/c2ccc(-c3cccc(Cl)c3)o2)n1N	-0.5	-2	-0.4	-2
CC1C(=O)N2CCCc3cc(NC(=O)COc4ccc5ccccc5c4)cc1c32 (centres undefined)	0.0	17	-0.4	5
CCN(CC)CCN(C)Cc1ccc(OC)c(OC)c1	-0.1	12	-0.2	2
O=C(O)CCN1CC2([N+](=O)[O-])C=C(C(=O)O)CC([N+](=O)[O-])(C1)C2 (centres undefined)	-0.2	4	-1.3	-8
CC(=O)NS(=O)(=O)c1ccc(NC(=O)NC2CCCCC2)cc1	-0.2	4	-0.9	4

Full records, quoted from the list. Order of screens: FBW7 activator | MITF inh | GPR151 ag | TEAD-YAP inh
Record of CC1C(=O)N2CCCc3cc(NC(=O)COc4ccc5ccccc5c4)cc1c32 (centres undefined) : 0.0 | 17 | -0.4 | 5
Record of COc1cccc(C2=C(C(C)=O)Sc3nncn3N2C(C)=O)c1 : -0.2 | -6 | -0.3 | -4
Record of CC(=O)NS(=O)(=O)c1ccc(NC(=O)NC2CCCCC2)cc1 : -0.2 | 4 | -0.9 | 4
Record of O=C(O)CCN1CC2([N+](=O)[O-])C=C(C(=O)O)CC([N+](=O)[O-])(C1)C2 (centres undefined) : -0.2 | 4 | -1.3 | -8
Record of COc1cccc(-c2csc(N3CCN(Cc4ccc([N+](=O)[O-])cc4)CC3)n2)c1 : -0.2 | 12 | -0.1 | 4

(listing goes on)
SMILES	FBW7 activator	MITF inh	GPR151 ag	TEAD-YAP inh
Cc1nc2sc3c(c2c(=O)n1CC(=O)Nc1ccc(F)c(Cl)c1)CCCC3	-0.1	18	-0.7	-4
CCOc1ccc(CNc2cccc(-c3nc4ccccc4o3)c2)cc1	0.1	10	-1.2	-8
Cc1[nH]nc2c1C(c1ccccc1[N+](=O)[O-])CC(=O)N2 (centres undefined)	0.3	6	-0.5	-8
c1ccc2c(c1)OCC(CN1CCC(c3nc(-c4ccncc4)no3)C1)O2 (centres undefined)	0.4	17	-2.0	7
COc1cccc(NC(=O)c2sc3nc[nH]c(=O)c3c2C)c1	0.0	15	-1.6	-14
O=C(Nc1ccc(-c2nc3ccccc3[nH]2)cc1)c1ccc(-c2ccc(Cl)cc2)o1	0.1	12	-1.5	2
O=C(CN(c1ccc(Br)cc1)S(=O)(=O)c1ccccc1)NCC1CCCCC1	-0.1	6	0.9	3
NS(=O)(=O)c1ccc2nc(NC(=O)c3cc(-c4ccccc4)nc4ccccc34)sc2c1	0.0	0	0.3	-9
CCOC(=O)c1cc(-c2cccs2)nc2nc(N)sc12	0.1	2	0.3	1
CCOC(=O)C1CCCN(C(=O)c2sc3ncnc(N4CCc5ccccc5C4)c3c2C)C1 (centres undefined)	-0.1	0	0.3	-7
COc1ccc(NC(=O)N2CCn3c(nc4ccccc43)C2)cc1	0.8	0	-0.3	-9
O=[N+]([O-])c1cccc(S(=O)(=O)Nc2ccc3oc4c(c3c2)CCCC4)c1	-0.1	7	-0.1	-2
CC(=O)OC[C@H]1O[C@@H](O/N=C2\C[C@@H](O)[C@@H](O)[C@@H]3[C@@H]4C(=O)N(C5CCCCC5)C(=O)[C@@H]4CC[C@@H]23)C(OC(C)=O)[C@@H](OC(C)=O)C1OC(C)=O (some centres undefined)	-0.1	2	0.6	·
CCOC(=O)N1CCc2c(sc(NC(C)=O)c2C(=O)OC)C1	-0.1	-5	1.3	7
Cc1oc(C(C)(C)C)cc1C(=O)Nc1cccc(O)c1	-0.1	-1	0.5	-5
O=C1N[C@@H](COCc2ccccc2)C(=O)N2CCN(C(=O)c3cc(Cl)cc(Cl)c3)C[C@H]12	-0.2	16	0.0	4
CCN1C(=O)NC(=O)/C(=C/c2cc(C)n(CCOC)c2C)C1=O	-1.0	-8	3.9	-7
O=C(CSc1nc(=O)n(CC2CCCO2)c2c1CCC2)Nc1ccc2c(c1)OCCO2 (centres undefined)	-0.1	14	0.9	9
Clc1ccc(-c2nc(-c3ccccc3)no2)cc1Cl	0.0	-11	1.7	-8
Cc1ccccc1NC(=O)C(c1ccccc1)c1ccccc1	0.1	-1	-0.3	5
CC(C)NC(=O)CSc1nc2ccccc2n1CC(=O)N1CCOCC1	0.2	-14	2.1	-13
CC(C)n1c(=O)n(Cc2cc3c(cc2Cl)OCO3)c2cccnc21	-0.1	-16	1.5	-6
CC(C)CO/N=C1\C[C@@H](O)[C@@H](O)[C@@H]2[C@@H]3C(=O)N(C[C@@H]4CCCO4)C(=O)[C@@H]3CC[C@H]12	0.1	-2	-0.1	·
CCN(CC)c1nc(NCCN2CCOCC2)nc(N2CCCC2CO)n1 (centres undefined)	0.1	-1	-0.9	6
COc1ccc(CC(=O)Nc2ccc(-c3csc(C)n3)cc2)cc1	0.1	-16	-0.4	3
Cc1ccc(NC(=O)CSc2nc(=O)cc(N)n2-c2ccccc2)cc1	0.2	7	1.1	0
Cc1ccc(S(=O)(=O)N2CCN(C(=O)CCn3nc(C)cc3C)CC2)cc1	-0.1	-9	-1.2	14
COc1cccc(Oc2cc([N+](=O)[O-])cc3c2C(=O)Nc2ccccc2O3)c1	0.0	7	2.6	-6
CCOc1ccc(/C(O)=C2/C(=O)C(=O)N(CCCN(C)C)C2c2ccc(C)cc2)cc1C (centres undefined)	0.1	-5	0.5	-3
O=C(CO)N/N=C\c1c(F)cccc1Cl	0.2	13	-0.2	31
O=C(Nc1ccc2cn[nH]c2c1)C1c2ccccc2Oc2ccccc21	0.0	4	-0.1	11
Fc1ccccc1NC(=S)Nc1ccccc1	-0.1	-3	0.1	-10
O=C(Nc1sc2c(c1C(=O)O)CCC2)c1ccccc1Cl	-0.1	-20	-1.5	-3
O=C(NCCC1=CCCCC1)C1CCN(C(=O)N2CCOc3ccc(Cl)cc32)CC1	0.1	0	-3.1	-2
CCN(CC)c1nc(NCCc2ccc(OC)cc2)nc(N2CCOCC2)n1	0.0	16	-1.2	-10
Cc1cccc(NS(=O)(=O)c2ccc3[nH]c(=O)sc3c2)c1	0.0	11	0.4	-5
O=C(CN1CCCCCC1)N/N=C/c1cccs1	-0.1	21	2.0	-4
OCCN1CCN(c2nccnc2-c2ccccc2CO)CC1	0.0	0	-1.3	-2
COc1ccc(N2CCN(C(=O)c3ccc(CN4CCOCC4)cc3)CC2)cc1	-0.1	2	-0.1	4
COc1cc(NC(=O)c2nc3nc(-c4ccccc4)cc(C(F)(F)F)n3n2)c(OC)cc1Cl	-0.4	-3	1.4	-1
CN(C(=O)Nc1ccc(F)cc1)c1ccccc1	0.7	11	3.0	-7
CC1CCC(NC(=O)CCCCCn2c(=S)[nH]c3ccc(Br)cc3c2=O)CC1 (centres undefined)	-0.1	-3	0.7	-1
COc1ccc2nc(SCC(=O)Nc3cccc([N+](=O)[O-])c3)[nH]c2c1	-0.1	20	1.3	4
COP(=O)(OC)C(Nc1ccc(C)cc1)c1c[nH]c2ccccc12 (centres undefined)	0.2	-9	-1.7	7
COc1ccc(C2C(C(=O)OCC(C)C)=C(C)Nc3c2c(=O)n(C)c(=O)n3C)cc1OC (centres undefined)	1.0	15	-0.5	-5
CCOc1ccc(NC(=O)CSc2cn(Cc3ccc(Cl)cc3)c3ccccc23)cc1	-0.1	-1	-1.0	3
O=C(CSc1nc2sc3c(c2c(=O)n1-c1ccccc1)CCCC3)c1cccc2ccccc12	0.2	-14	1.3	-1
COc1ccc(-n2c(SCc3ccc(F)cc3)nc3ccsc3c2=O)cc1	1.1	9	-0.3	-7
Cc1[nH]nc(SCC(=O)N2CCc3ccccc3C2)c1[N+](=O)[O-]	-0.1	-3	-0.4	-1
COc1ccc(C(c2nnnn2C(C)(C)C)N2CCc3ccccc3C2)cc1OC (centres undefined)	-0.2	-3	0.5	-4
COc1cccc2c(=O)n(CC(=O)N3CCN(c4ccccc4)CC3)ccc12	0.1	-2	-1.3	8
CC1=C(c2ccc(C)cc2)S(=O)(=O)NC1=NC1CCCc2ccccc21 (centres undefined)	0.0	1	-0.3	-21
O=C(O)CCC(C(=O)O)N1C(=O)/C(=C/c2cccc(Br)c2)SC1=S (centres undefined)	0.1	4	1.2	11
O=C(NC1CC1)C1CCC(=O)N1Cc1ccccc1Cl (centres undefined)	0.1	-7	0.0	-8
CC12CCC(=O)N1C(C(=O)O)CS2 (centres undefined)	0.1	-4	0.8	10
Cc1ccccc1C1(CC(=O)N2CCN(C(C)C)CC2)CC(=O)N(Cc2ccncc2)C1=O (centres undefined)	0.2	15	1.7	2
NCCCC[C@@H]1NC(=O)[C@H]2CN(C(=O)c3cccc(F)c3F)CCN2C1=O	0.0	3	-0.5	-8
COc1ccc(-n2nc(C(=O)NCC(=O)NCCCN3CCCCCC3)c3ccccc3c2=O)cc1Cl	-0.2	-22	-0.1	-2
O=C(Cn1nc([N+](=O)[O-])n(CC(=O)N2CCOCC2)c1=O)N1CCOCC1	0.0	-2	2.8	-9
